p53 reactivator: mutant p53 re-activation in reporter cells. H1299 p53-A138V BP100-luciferase reporter, luminescence, 24 h. Potency, µM (highest dose often 92.2 µM), inactives show at the highest dose activity change, positive = activation, actives largely listed as activators. actives 0.063% (n = 320,000). AID 504706; note: potency is the fitted concentration of half-maximal effect; % of control where 0% means no effect; nearly all actives have a fitted effect of over 45% in size
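p53-null H1299 cells stably carrying temperature-sensitive p53-A138V and a BP100-luciferase reporter were pinned with compounds (4-point, 1:5 series) and held 24 hrs at 37 deg C. Luminescence was read 10 min after detection reagent.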
Tb PFK inh: blocks T. brucei phosphofructokinase; actives 0.17% (n = 330,000); O15648; Potency, µM (top dose mostly 57.5 µM), for inactives: top-dose activity, negative = inhibition, actives largely listed as inhibitors; T. brucei PFK, ADP-Glo luminescence;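 note: potency is the fitted concentration of half-maximal effect; 0% = uninhibited 1x PFK enzyme wells and -100% = no-enzyme wells; nearly all actives have a fitted effect of over 60% in size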
Target sequence (O15648 whole entry, looked up): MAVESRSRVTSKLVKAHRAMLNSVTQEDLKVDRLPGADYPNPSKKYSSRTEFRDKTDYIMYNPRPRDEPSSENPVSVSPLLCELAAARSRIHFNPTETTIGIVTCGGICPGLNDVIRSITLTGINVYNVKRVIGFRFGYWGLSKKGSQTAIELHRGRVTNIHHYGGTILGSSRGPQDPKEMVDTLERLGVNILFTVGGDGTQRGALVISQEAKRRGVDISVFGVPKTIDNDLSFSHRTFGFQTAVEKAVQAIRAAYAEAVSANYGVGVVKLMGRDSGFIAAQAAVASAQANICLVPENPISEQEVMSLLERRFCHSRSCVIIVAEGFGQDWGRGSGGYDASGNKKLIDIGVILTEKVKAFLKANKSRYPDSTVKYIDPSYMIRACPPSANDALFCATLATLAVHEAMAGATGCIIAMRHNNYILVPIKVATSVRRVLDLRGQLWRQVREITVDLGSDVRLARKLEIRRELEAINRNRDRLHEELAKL
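PFK 1.25 nM, F6P 0.5 mM, ATP 0.1 mM, 0.1 M TEA pH 8.0, 5 mM MgCl2, 0.01% Tween20, 0.1% BSA; 45 min RT. ADP-Glo readout. qHTS titration up to 57 uM; curves fitted, compounds curve-classed.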
FLuc counter: inhibits or activates purified firefly luciferase, miR-21 counter-screen; AID 588342; actives 6.9% (n = 360,000); Potency, µM (highest dose often 57.5 µM), for the others: at the highest dose activity change, negative = inhibition, hits mostly inhibitors; purified FLuc, Km substrates, luminescence inhibition;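 note: potency is the fitted concentration of half-maximal effect; plate controls were vehicle for no effect and reference inhibitor for full effect; nearly all actives have a fitted effect of over 55% in size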
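Biochemical qHTS of compounds, final roughly 60 µM downward over six points, against 10 nM purified firefly luciferase using Km concentrations of substrates (10 uM D-luciferin, 10 uM ATP) in Tris acetate pH 7.5 buffer; luminescence output.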
ELG1 repair inh: blocks ELG1-dependent DNA repair in HEK293T cells | HEK293T ELG1-luciferase reporter, luminescence, 16 h; DNA damage induced by 5-fluorouridine | Potency, µM (series often up to 46.1 µM), for inactives: at the top dose activity change, negative = inhibition, hits mostly inhibitors | actives 2.3% (n = 330,000) | AID 504467; note: potency is the fitted concentration of half-maximal effect; % is set by controls: 0 for no effect and ±100 for the full control effect; nearly all actives have a fitted effect of over 55% in size
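Step one: seed 2,000 cells per well. Step two: pin-transfer compound or DMSO alongside 5-fluorouridine. Step three: incubate 16 hr, 37 °C, 5% CO2. Step four: add ONE-Glo, wait 30 min, read luminescence.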
BRCA1 expr up: increases BRCA1 expression; Potency, µM (titrated, usually from 46.1 µM), for inactives: at the highest dose activation, most hits filed as activators; AID 624202; MCF7-BRCA1-FFLuc reporter, luminescence, 48 h; response scale: scaled: vehicle 0%, 10 µM genistein 100%; actives 1.1% (n = 380,000); note: potency is the fitted concentration of half-maximal effect; nearly all actives have a fitted effect of over 80% in size; some results filed as inactive show a strong effect at the top dose
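Using MCF7 cells harboring a BRCA1 firefly luciferase reporter, plated 2 h before compound pinning, the screen measured luminescence after 48 h incubation. Responses were normalized to DMSO and 10 microM genistein, then fitted for concentration-effect.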
RORgamma inh: ROR gamma (mouse) transcription inhibition | Drosophila S2 Gal4-RORgamma UAS-luciferase reporter, 20 h | Potency, µM (titrated, usually from 53.6 µM), for inactives: top-dose activity change, negative = inhibition, most hits filed as inhibitors | actives 5.4% (n = 310,000); note: potency is the fitted concentration of half-maximal effect; % is set by controls: 0 for no effect and ±100 for the full control effect; nearly all actives have a fitted effect of over 60% in size
Target sequence (P51450 whole entry, looked up, the tested form may be a part): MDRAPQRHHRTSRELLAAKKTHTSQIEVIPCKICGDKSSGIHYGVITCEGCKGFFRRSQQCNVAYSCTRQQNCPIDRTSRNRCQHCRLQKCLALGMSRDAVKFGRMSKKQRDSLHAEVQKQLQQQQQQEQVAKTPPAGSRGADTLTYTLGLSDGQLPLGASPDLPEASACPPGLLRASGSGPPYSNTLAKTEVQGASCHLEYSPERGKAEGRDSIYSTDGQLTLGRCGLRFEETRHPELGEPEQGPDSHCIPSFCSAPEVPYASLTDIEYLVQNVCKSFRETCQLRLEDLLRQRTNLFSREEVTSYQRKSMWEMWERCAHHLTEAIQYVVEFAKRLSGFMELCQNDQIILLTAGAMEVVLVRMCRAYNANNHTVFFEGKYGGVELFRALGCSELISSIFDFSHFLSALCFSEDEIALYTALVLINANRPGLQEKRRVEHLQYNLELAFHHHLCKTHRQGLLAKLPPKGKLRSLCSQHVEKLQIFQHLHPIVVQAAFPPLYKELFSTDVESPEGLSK
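A Gal4/UAS one-hybrid system in insect cells: metallothionein-promoter Gal4–ROR gamma fusion plus Photinus luciferase reporter. Copper sulfate 700 uM final, 20 hr ambient incubation, luminescent detection after 10 min with reagent.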
TRPV1 ag: activates the human vanilloid receptor TRPV1. Q8NER1. TRPV1-expressing cells, Fluo-8 calcium influx, agonist mode. activation, % at 8.33 µM. actives 0.19% (n = 320,000); in the data active = activation above about 80%; inconclusive = between about 30% and that limit; note: 0% is about no effect
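TRPV1-expressing cells were cultured overnight at 35.5C and loaded with Fluo-8 calcium dye for 40 to 90 min at room temperature. After a 10 s baseline, compound was added and calcium influx was read kinetically for 3 min (ex 480/em 520 nm).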
VP16 counter: Gal4-VP16 reporter inhibition counter-screen; Drosophila S2 Gal4-VP16 UAS-luciferase, luminescence, 20 h; Potency, µM (doses to about 53.6 µM), for inactives: top-dose activity, negative = inhibition, usual class: inhibitors; actives 3.5% (n = 310,000);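 note: Gal4-VP16 expression switched on by copper sulfate through the metallothionein promoter; potency is the fitted concentration of half-maximal effect; % is set by controls: 0 for no effect and ±100 for the full control effect; nearly all actives have a fitted effect of over 50% in size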
Rab9 prom act: Rab9 promoter activation | Huh7 Rab9 promoter-luciferase reporter, luminescence, 24 h | AID 485297 | Potency, µM (series often up to 9.22 µM), for the others: top-dose activation, negative = inhibition, most hits filed as activators | actives 2.8% (n = 320,000); note: potency is the fitted concentration of half-maximal effect; % of control where 0% means no effect; nearly all actives have a fitted effect of over 60% in size
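Cell-based reporter: Huh7 stable for Rab9 promoter-driven luciferase, plated in reduced-serum medium with 10% FBS at 1500 cells/well, compound-treated 24 h at 37 °C, luminescence read after 10 min reagent.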
ELG1 genotox: inducers of genotoxicity in HEK293T ELG1-luciferase cells. actives 1.3% (n = 330,000). AID 504466. HEK293T ELG1-luciferase reporter, luminescence, 16 h. Potency, µM (doses to about 46 µM), inactives show at the highest dose activity change, positive = activation, most hits filed as activators; note: potency is the fitted concentration of half-maximal effect; % of control where 0% means no effect; nearly all actives have a fitted effect of over 60% in size
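HEK293T cells expressing luciferase-tagged ELG1 were exposed to compound or DMSO vehicle for 16 hr at 37 °C and 5% CO2. Luciferase activity was then measured with ONE-Glo after 30 min at room temperature.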
NPC1 promoter act: NPC1 promoter activation; actives 2.4% (n = 320,000); Huh7 NPC1 promoter luciferase reporter, 24 h; Potency, µM (top dose mostly 9.22 µM), for the others: at the top dose activation, usual class: activators;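 note: potency is the fitted concentration of half-maximal effect; % of control where 0% means no effect; nearly all actives have a fitted effect of over 60% in size; reporter is driven by a mutant NPC1 promoter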
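Stable NPC1-promoter luciferase Huh7 line; cpd (DMSO) 24 h, 37 °C, 5% CO2; Amplite luciferase reagent 10 min RT; luminescence readout. qHTS format.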
An asterisk follows results filed as active; u = inconclusive; x = not tested or not shown; & = joins results of further samples; [ ] = dose if it differs, or a comment. Unless noted, calls come from the whole dose curve; as a rule, active = well fitted curve in the direction sought with a large enough effect; inconclusive = small, poorly fitted or top-dose-only effect, or another doubt; inactive = no such curve, though single readings can be large; an effect the other way counts as inactive or inconclusive. Random draw from the library; overall some 15% were active at least once.

nr	compound	p53 reactivator	Tb PFK inh	FLuc counter	ELG1 repair inh	BRCA1 expr up	RORgamma inh
1	O=C(CSc1nnc(C2CC2)n1-c1ccccc1)Nc1ccc(N2CCOCC2)cc1	-5%	3%	u	-14%	12%	25%
2	CC(=O)N1CCN(C(=O)c2ccc(S(=O)(=O)Nc3ccccc3Cl)cc2)CC1	4%	-8%	1%	-24%	5%	x
3	O=C1C2CCCN2C(=O)N1CCCN1CCN(c2cccc(Cl)c2)CC1 (centres undefined)	-4%	-3%	5%	-14%	-19%	-28%
4	O=C(Oc1ccc(C(=S)N2CCOCC2)cc1)c1ccccc1[N+](=O)[O-]	27%	1%	u	-3%	0%	u
5	O=C(CCC(=O)OCc1ccc([N+](=O)[O-])cc1Cl)Nc1ccccc1	8%	-16%	1%	7%	0%	-8%
6	CN(C)CCCNc1nc2sc3c(c2c(=O)n1CCc1ccccc1)CCCCC3	-2%	0%	3%	1%	-88%	-31%
7	CCOC(=O)CC(NC(=O)Cn1nnc(-c2ccccc2F)n1)c1ccc(OC)cc1 (centres undefined)	3%	-3%	-15%	u	3%	10%
8	N#Cc1nc(N2CCOCC2)nc(N2CCOCC2)n1	23%	0%	9%	16%	-23%&0%	-2%
9	CCOC(=O)CNC(=O)C12CC3CC(C1)CC(c1ccc(C)cc1)(C3)C2	-4%	-1%	1%	5%	-9%	1%
10	COc1cc(/C=N/Nc2nn3cnnc3c3ccccc23)ccc1O	6%	4%	2.7µM*	u	23%	-34%

nr	TRPV1 ag	VP16 counter	Rab9 prom act	ELG1 genotox	NPC1 promoter act
1	3	2%	2%	0%	-4%
2	-3	x	-5%	-5%	-7%
3	1	-7%	-3%	-1%	0%
4	25	0%	-2%	1%	0%
5	5	-2%	-1%	2%	1%
6	4	-10%	-3%	2%	-5%
7	-2	-6%	-7%	1%	-5%
8	-9	-16%	-5%	0%	-2%
9	15	-11%	-2%	5%	-4%
10	0	-28%	8%	1%	14%

Remaining list, next part.
nr	compound	p53 reactivator	Tb PFK inh	FLuc counter	ELG1 repair inh	BRCA1 expr up	RORgamma inh
11	CN(C)C(=O)c1c(NC(=O)c2ccccc2)sc2c1CCC2	-22%	0%	-4%	-1%	4%	-4%
12	CCc1ccc(S(=O)(=O)N2CCCC(N3CCN(c4ccc(OC)cc4)CC3)C2)cc1 (centres undefined)	19%	2%	4%	-12%	-22%	u
13	CCOC(=O)N1CCC(Nc2c(NCCCN3CCN(CC)CC3)c(=O)c2=O)CC1	3%	-1%	0%	10%	9%	1%
14	COc1ccccc1C(=O)Nc1ccc2c(C)cc(=O)oc2c1	8%	-17%	u	u	22%	25%
15	Cc1ccc(CN2CN(S(=O)(=O)c3cccs3)c3nc4ccccc4nc32)cc1	u	0%	u	u	66%	19%
16	CC(C)CCNC(=O)CN(C(=O)CCC(=O)Nc1ccccn1)c1ccc(F)c(Cl)c1	12%	3%	-3%	5%	69%	-6%
17	O=C(CP(=O)(c1ccccc1)c1ccccc1)Nc1nc2ccccc2s1	-4%	4%	0%	16%	0%	4%
18	C=C(CC1([C@@H](NP(=O)(c2ccccc2)c2ccccc2)[C@H]2C[C@@H]2CCCC)CC1)c1ccccc1	11%	-7%	-1%	0%	-18%	-19%&-4%
19	COc1ccc(N2CCN(C(CNC(=O)COc3ccccc3)c3ccco3)CC2)cc1 (centres undefined)	17%	-1%	2%	u	-30%	x
20	OCC(Cc1ccccc1)NCc1ccccc1C(F)(F)F (centres undefined)	0%	3%	0%	-11%	-26%	-2%

nr	TRPV1 ag	VP16 counter	Rab9 prom act	ELG1 genotox	NPC1 promoter act
11	2	11%	-1%	2%	8%
12	1	u	-4%	-9%	0%
13	0	-3%	-6%	1%	1%
14	-2	3%	1.6µM*	u	2µM*
15	-1	-20%	7%	4%	8%
16	-7	11%	0%	-1%	6%
17	0	-5%	-2%	-7%	0%
18	u	u	-11%	1%	-2%
19	16	x	-12%	-11%	-8%
20	3	-14%	-4%	-3%	1%

3 structures out of the list, ordered by SMILES length, lowest first.
nr	compound	p53 reactivator	Tb PFK inh	FLuc counter	ELG1 repair inh	BRCA1 expr up	RORgamma inh
14	COc1ccccc1C(=O)Nc1ccc2c(C)cc(=O)oc2c1	8%	-17%	u	u	22%	25%
11	CN(C)C(=O)c1c(NC(=O)c2ccccc2)sc2c1CCC2	-22%	0%	-4%	-1%	4%	-4%
12	CCc1ccc(S(=O)(=O)N2CCCC(N3CCN(c4ccc(OC)cc4)CC3)C2)cc1 (centres undefined)	19%	2%	4%	-12%	-22%	u

nr	TRPV1 ag	VP16 counter	Rab9 prom act	ELG1 genotox	NPC1 promoter act
14	-2	3%	1.6µM*	u	2µM*
11	2	11%	-1%	2%	8%
12	1	u	-4%	-9%	0%

Other results:
nr	compound	p53 reactivator	Tb PFK inh	FLuc counter	ELG1 repair inh	BRCA1 expr up	RORgamma inh
21	CC(C)c1cc(=O)[nH]c(N2CCN(Cc3ccc4c(c3)OCO4)CC2)n1	x	2%	6%	-11%	-5%	12%
22	CS(=O)(=O)N(Cc1ccc(C(=O)NN=C2CCCC2)cc1)c1ccccc1	-2%	3%	3%	-7%	-21%	19%[10 µM]
23	CCOC(=O)N1CCN(C/C(C)=C/c2ccccc2)CC1	6%	-2%	-2%	27%	39%	23%
24	Cc1cc(=O)oc2cc(O)c(N=Nc3ccccc3)cc12	15%	-5%	u	u	-25%	10%
25	O=C(CCc1ccc(S(=O)(=O)N2CCOCC2)cc1)NCCCN1CCCC1=O	0%	1%	1%	-1%	3%	2%
26	Cc1oc(-c2cccs2)nc1CS(=O)CC(=O)NCCCN1CC(C)CC(C)C1 (centres undefined)	-2%	1%	4%	4%	0%	-16%
27	C/C=C/C(=O)OCC(=O)Nc1ccc(F)cc1Cl	3%	2%	-2%	-3%	-2%	-9%
28	COc1cccc(-n2c(C)n[nH]c2=O)c1	-3%	-2%	-1%	3%	1%	-12%
29	Cc1cc(C(=O)OCC(=O)N2CC(C)OC(C)C2)c2ccccc2n1 (centres undefined)	3%	-2%	6%	11%	-2%	x
30	CCN(CC)S(=O)(=O)c1ccc2c(c1)oc(=O)n2CC(=O)N(C)C1CCCCC1	-8%	-2%	0%	-5%	7%	0%

nr	TRPV1 ag	VP16 counter	Rab9 prom act	ELG1 genotox	NPC1 promoter act
21	10	-5%	-1%	0%	-1%
22	7	-9%	-4%	-2%	-3%
23	9	8%	4%	3%	19%
24	-1	0%	3%	14%	1%
25	-2	7%	4%	0%	1%
26	-1	-1%	-7%	5%	-1%
27	-2	-26%	-2%	-2%	0%
28	-1	-3%	-1%	1%	-1%
29	-2	x	1%	-1%	-4%
30	-2	1%	-4%	2%[9.26 µM]	-3%

Next section
nr	compound	p53 reactivator	Tb PFK inh	FLuc counter	ELG1 repair inh	BRCA1 expr up	RORgamma inh
31	Cc1cc2cc(CNC(=O)CCC(=O)O)ccc2[nH]1	-2%	1%	6%	-5%	6%	-3%
32	CCOC(=O)CNC(=O)Cn1cnc2ccc(S(=O)(=O)N3CCC(C)CC3)cc2c1=O	17%	-2%	0%	-6%	-26%	18%
33	CC(C)(C)C(=O)NC(=S)Nc1sc2c(c1C(N)=O)CCC2	4%	-4%	4.8µM*	u	u	-1%
34	Cc1ccc(-c2nn(-c3ccccc3)cc2C2CC(c3ccccc3)=NN2C(=O)CCC(=O)O)cc1 (centres undefined)	-6%	1%	1%	u	0%	11%
35	CS(=O)(=O)N(CC(=O)NCC1CCCO1)c1cccc([N+](=O)[O-])c1 (centres undefined)	7%	1%	5%	-14%	-8%	-1%
36	Cc1cccc(NC(=O)c2ccc3c(=O)n4c(nc3c2)CCCCC4)n1	2%	0%	4.8µM*	u	83%	x
37	Cc1coc2c1c(C)cc1oc(=O)c(CC(=O)NCC(=O)N[C@H](C(=O)O)C(C)C)c(C)c12	-7%	11%	u	-6%	0%	-3%
38	O=C(COc1ccc2c(c1)CCC2)N1CCc2ccccc21	31%	6%	5.4µM*	u	10µM*	u

nr	TRPV1 ag	VP16 counter	Rab9 prom act	ELG1 genotox	NPC1 promoter act
31	-1	-7%	2%	0%	-3%
32	0	1%	3%	3%	2%
33	4	1%	u	28%	u
34	14	-13%	-7%	3%	-5%
35	-1	24%	2%	-1%	1%
36	27	x	0.5µM*	u	1.3µM*
37	-5	-10%	-6%	-2%	2%
38	u	6%	1.1µM*	12µM*	2.8µM*

Screens deposited in PubChem by National Center for Advancing Translational Sciences (NCATS).
